High-throughput results from PubChem.
NPYLR7 ag: activates Aedes aegypti NPYLR7 receptor; 270,000 tested, 0.15% active; activation, % at 10 µM; HEK293T NPYLR7/Galpha15, GCaMP6s calcium fluorescence; AID 1259423; in the data active means activation above about 40%;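 further: 0% = vehicle and 100% = reference agonist at the receptor; some compounds past the cut are filed as inactive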
hcGAS lum: blocks human cGAS activity; Q8N884; recombinant h-cGAS, ATP depletion, Kinase-Glo luminescence; inhibition, % at 12.5 µM; 290,000 tested, 0.081% active; AID 1259398;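 further: 0% = vehicle reaction and 100% = reaction without DNA for no activity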
Target sequence (Q8N884 whole entry, looked up): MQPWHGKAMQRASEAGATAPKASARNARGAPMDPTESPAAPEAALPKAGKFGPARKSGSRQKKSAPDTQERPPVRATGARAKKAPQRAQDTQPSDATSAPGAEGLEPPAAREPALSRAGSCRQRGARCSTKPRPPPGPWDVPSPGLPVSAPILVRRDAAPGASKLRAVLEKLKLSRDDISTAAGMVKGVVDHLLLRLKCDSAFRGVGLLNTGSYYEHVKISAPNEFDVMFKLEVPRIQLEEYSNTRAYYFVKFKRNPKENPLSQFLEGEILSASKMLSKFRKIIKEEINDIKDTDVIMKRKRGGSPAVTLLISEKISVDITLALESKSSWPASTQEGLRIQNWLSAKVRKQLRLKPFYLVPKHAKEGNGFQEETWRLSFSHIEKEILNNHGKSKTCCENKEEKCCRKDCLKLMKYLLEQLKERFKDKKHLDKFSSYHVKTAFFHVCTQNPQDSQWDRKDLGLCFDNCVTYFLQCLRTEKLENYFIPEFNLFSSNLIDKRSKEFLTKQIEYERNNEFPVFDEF
mcGAS lum: mouse cGAS inhibition by luminescence; Q8C6L5; 160,000 tested, 0.15% active; recombinant cGAS, Kinase-Glo ATP depletion luminescence; inhibition, % at 12.5 µM;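 further: 0% = negative control wells and 100% = reference inhibitor with no enzyme activity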
* hit, by the source's call; · = not tested or not shown; & = joins results of further samples. Unless noted, no stated cut-off is given here; in the data, active means inhibition above about 40%; inactive means the rest.

SMILES | NPYLR7 ag | hcGAS lum | mcGAS lum
COc1cccc(S(=O)(=O)N2CCN(c3ncccc3C(=O)NCCc3ccc(OC)c(OC)c3)CC2)c1 | 26 | -2 | -7
COCCn1ccnc1-c1cc(C)c(O)c(C)c1 | 5 | -3 | -9
COc1ccccc1N1CCN(c2ccc(NC(=O)c3ccc(Cl)cc3)cc2C(=O)NC(C)c2ccccc2)CC1 (stereo not given) | 16 | -2 | -6
O=C(O)c1[nH]ncc1CN1CCC(c2[nH]ncc2-c2cccc(F)c2)CC1 | · | -10 | -11
CC1CCc2[nH]nc(C(=O)NCc3cccnc3-n3ccnc3)c2C1 (stereo not given) | · | -3 | -17
CC(=O)Nc1cccc(S(=O)(=O)N2CCCC(N3CCCC3=O)C2)c1 (stereo not given) | 9 | -7 | -15
Cc1nc(N2CCC(C(=O)NC3CCCc4ccccc43)CC2)nc2ccccc12 (stereo not given) | 17 | -6 | -10
CN1CCN(CCNC(=O)C2CCN(c3ccc(N4CCCCC4)nn3)CC2)CC1 | · | -12 | -6
O=C(Nc1ccc(N2CCC(NC(c3ccccn3)C(F)(F)F)CC2)cc1)c1cnccn1 (stereo not given) | 4 | 2 | -6
CCc1cc(CN(C)C(=O)[C@@H]2C[C@@H](NC(=O)c3cccc(C#N)c3)CN2)on1 | 1 | -6 | ·
C=c1occc1=C1NN=C2SCC(c3ccc(-c4ccccc4)cc3)=NN21 | 4 | -6 | ·
CCc1nc(N(CCC(=O)NC2CC2)CCc2ccccc2)c2ccccc2n1 | 3 | -4 | -3
CCOc1cccc(OCCCOc2ccc([N+](=O)[O-])cc2)c1 | -6 | -6 | ·
CCOc1ccc2cc(C(=O)N3CCCN(CC4CCCCC4)CC3)[nH]c2c1 | 0 | -5 | ·
O=P1(NCc2ccncc2)C=C(c2ccccc2)OC(c2ccccc2)=C1 | 0 | 4 | ·
COCC(C)NC(=O)c1cc(-c2ccccc2)nc2c1c(C)nn2C1CCS(=O)(=O)C1 (stereo not given) | 3 | -5 | -9
COC(=O)c1ccccc1NC(=O)Cn1c(SC)nc2ccccc21 | 2 | -1 | -5
NCCSc1n[nH]c(=O)[nH]c1=O | 42 | -7 | -8
COc1ccc(C(=O)N2CCN(C(=O)CCCc3ccccc3)CC2)c(OC)c1 | -1 | -4 | ·
CN(Cc1ccc(Br)cc1)C(=O)Nc1ccc(F)c(F)c1F | 10 | 2 | ·

Looked up by structure from the list above (2):
SMILES | NPYLR7 ag | hcGAS lum | mcGAS lum
COc1cccc(S(=O)(=O)N2CCN(c3ncccc3C(=O)NCCc3ccc(OC)c(OC)c3)CC2)c1 | 26 | -2 | -7
COCC(C)NC(=O)c1cc(-c2ccccc2)nc2c1c(C)nn2C1CCS(=O)(=O)C1 (stereo not given) | 3 | -5 | -9

More records
SMILES | NPYLR7 ag | hcGAS lum | mcGAS lum
CCOC(=O)CCNC(=O)N1CCn2cccc2C1c1ccc(Cl)cc1 (stereo not given) | 7 | 0 | ·
CC(O)CN1CCN(CC(=O)N(C2=CCCCC2)C2CC2)CC1C (stereo not given) | 0 | -9 | ·
O=C(CCC1CCCC1)Nc1cc(-c2ccc(Cl)cc2)nn1-c1cc(Cl)ccc1Cl | 51 | -14 | -8
CCn1cnc(NC(=O)NC2CCOC(C)(C)C2)n1 (stereo not given) | 1 | -3 | ·
Cc1cc(C(=O)N2CCC2(C)C(=O)Nc2cccc3c2CCCC3)nn1C (stereo not given) | 8 | -7 | -5
O=C(CN1C(=O)C2C3CC(C(Br)C3Br)C2C1=O)NC1CCCCC1 (stereo not given) | 16 | -8 | -4
CC(=O)Nc1ccc(Cl)c(C(=O)NC(CF)Cc2ccccc2)c1 (stereo not given) | 1 | -5 | -12
CCOC(=O)c1ccc(NCc2ccc3n2CCC3=O)cc1 | 8 | -4 | ·
COC(C)c1nc(C)c(C(=O)Nc2n[nH]c(C(C)C)n2)s1 (stereo not given) | 8 | -11 | ·
CCCC(C(=O)NNc1nccc(OC)n1)N1CCN(C(=O)OC(C)(C)C)CC1 (stereo not given) | 7 | -11 | ·
O=C1c2nc(-c3cccnc3)ccc2CN1C1(C(=O)N[C@@H]2CCCc3ccccc32)CC1 | 0 | -10 | -7
O=C(COc1ccc(F)cc1Br)Nc1ccc(CN2CCOCC2)cc1 | 9 | 10 | 7
O=C1C2C3C=CC(C2C(=O)N1CCCO)C1C2C(=O)N(CCCO)C(=O)C2C31 (stereo not given) | 3 | -6 | ·
Cc1c(C(C)NC(=O)c2ccccn2)cnn1-c1cccc2ccccc12 (stereo not given) | 9&13 | -9&1 | -7
Cn1c(CN(CC2CCN(C3CCCC3)CC2)CC2CCCO2)nc2ccccc21 (stereo not given) | 13 | -2 | -9
O=C(NCCc1csc2nc(-c3ccc(Cl)cc3)nn12)c1ccc(Br)o1 | 0 | -7 | -8
COc1ccc(Cl)cc1NS(=O)(=O)c1cc(C)ccc1OC | 0 | -8 | ·
CSc1ccccc1-c1nnc(NC(=O)c2ccc(C#N)cc2)o1 | 8 | -1 | ·
CCC(C)N(CC(=O)N(CCc1ccccc1)Cc1ccco1)C(=O)c1cccc(OC)c1 (stereo not given) | -10 | -2 | -4
Cc1ccc(NC(=O)CSc2c(C)[nH]c3ccccc23)c(C)c1 | 3 | -3 | ·
CN(C)CC1(O)CCN(C(=O)C2CCN(C(=O)c3ccncc3)CC2)C1 (stereo not given) | 4 | -2 | ·
COc1c[nH]c(C(=O)N2CCC(=O)N(CC3CC3)C(C(C)C)C2)cc1=O (stereo not given) | 20 | -4 | ·
CCCCOc1ccccc1C(=O)N1CCCC2(CN(C)C(=O)O2)C1 (stereo not given) | 3 | -8 | ·
O=C1CCCCC1Sc1nn(-c2ccc(F)cc2)c(=S)s1 (stereo not given) | -2 | -4 | -3
CC1C(=O)N(c2ccc(F)c(Cl)c2)CCN1C(=O)C1CCCC1 (stereo not given) | -5 | -6 | -5
c1ccc(Nc2ccc(OCc3nn[nH]n3)cc2)cc1 | -16 | 3 | ·
COc1cc(CNC(=O)C(C)NC(=O)c2ccccc2Cl)ccn1 (stereo not given) | 9 | -4 | ·
CCOc1ccc(S(=O)(=O)N2CCC(C(N)=O)CC2)c(OCC)c1 | 2 | -5 | -9
Cc1ccc(-n2nnc3c(=O)n(CC#N)cnc32)cc1C | -3 | -5 | -7
O=C(Cn1cnc(-c2ccc(F)cc2)cc1=O)NCCC(c1ccccc1)c1ccccc1 | 7 | -6 | ·
O=C(CNC(c1ccc(F)cc1)c1cccs1)Nc1ccccc1F (stereo not given) | -1 | 3 | ·
COCCNc1nc(SC)nc2c1cnn2CCNC(=O)c1ccc(OC)cc1OC | · | -4 | -6
COc1cc(O)c(C(=O)O)c(O)c1 | -11 | 1 | 3
CCCS(=O)(=O)c1nc(S(=O)(=O)c2ccc(C)cc2)c(NCc2ccccc2OC)s1 | 1 | -2 | 1
CN1CC(=O)N(CC(=O)NC(=O)NC2CCCCC2)C1=O | 2 | -14 | ·
CC(Cc1cnccn1)NC(=O)c1cccc(CC2CCNCC2)c1 (stereo not given) | -1 | -8 | ·
CN(C(=O)CSc1nnc(C2CC2)n1C1CC1)C1CCS(=O)(=O)C1 (stereo not given) | -1 | -7 | -7
CCOC(=O)c1ccc(NC(=O)C2CC(=O)N(C)C(=Nc3ccc(F)cc3)S2)cc1 (stereo not given) | 3 | -3 | -4
COc1cccc(/C=C2/SC(=Nc3ccccc3)NC2=O)c1 | -10 | -4 | -5
CCOC(=O)N1CCN(C2CCCN(C(=O)c3ccc4nccnc4c3)C2)CC1 (stereo not given) | 7 | -12 | ·

Given with values under each structure: entries from further up.
Values run as follows: NPYLR7 ag, hcGAS lum, mcGAS lum
COCC(C)NC(=O)c1cc(-c2ccccc2)nc2c1c(C)nn2C1CCS(=O)(=O)C1 (stereo not given)
    3, -5, -9
CCCC(C(=O)NNc1nccc(OC)n1)N1CCN(C(=O)OC(C)(C)C)CC1 (stereo not given)
    7, -11, ·
Cc1cc(C(=O)N2CCC2(C)C(=O)Nc2cccc3c2CCCC3)nn1C (stereo not given)
    8, -7, -5
NCCSc1n[nH]c(=O)[nH]c1=O
    42, -7, -8

(list continues)
SMILES | NPYLR7 ag | hcGAS lum | mcGAS lum
COc1ccc(CN(C)C(=O)C2CC2c2ccccc2F)cc1O (stereo not given) | -1 | -5 | ·
CC(C(=O)NCCC12CC3CC(CC(C3)C1)C2)n1ccnc1 (stereo not given) | -5 | -9 | -7
O=C1Nc2ccccc2C12OCCCO2 | -1 | -10 | -5
CCOC(=O)CC(=O)N1CCN(Cc2cc(=O)c(OCc3ccc(-c4ccccc4C#N)cc3)co2)CC1 | -1 | -3 | -5
COCOc1ccc(-c2ncc(OC)nc2NC(=O)c2ccsc2)cc1 | 7 | -2 | -3
CCc1ccc2c(c1)NC(=O)C2(C)Cc1ccc(C(F)(F)F)o1 (stereo not given) | 1 | 2 | -4
CCc1c(C(=O)Nc2c(C)cc(C)cc2C)cnn1-c1ccccn1 | -1 | -2 | ·
CCn1ncnc1CN1CCC(CNC(=O)c2ccccn2)CC1 | 2 | -5 | -19
COc1ccccc1CN1CCC(CN(CC(C)C)C(=O)c2cnc3ccccc3c2)CC1 | -2 | -9 | -10
C=CCN(CC(=O)Nc1ccc(Cl)cc1F)Cc1ccccn1 | 1 | -5 | ·
CC(Cc1cccs1)NS(=O)(=O)c1ccccc1 (stereo not given) | -1 | -5 | -6
CSc1ncccc1C(=O)NC(c1cccc(F)c1)c1nccn1C (stereo not given) | 7 | -3 | ·
CCC(CC)NC(C)c1nncn1C (stereo not given) | 10 | -5 | ·
CC(C)CC1=NN(C(=O)c2cccc(Cl)c2)C(O)(C(F)(F)F)C1 (stereo not given) | 0 | -16 | -7
CC1(Cc2ccc(F)c(Cl)c2)C(=O)Nc2ccc(-c3cccc(C(F)(F)F)c3)cc21 (stereo not given) | -2 | 0 | -5
COC(=O)C1CCCc2c1ccn2Cc1cc(C)on1 (stereo not given) | 17 | -4 | ·
O=C(OCc1ccc(F)cc1)C(c1ccccc1)N1CCC(O)CC1 (stereo not given) | -1 | 3 | -1
CCCC(C)c1nnc(NC(=O)c2cccc(-n3cnnc3)n2)s1 (stereo not given) | · | -9 | -12
CCCCSc1nnc2c(n1)OC(C1CC=C(C)CC1C)Nc1ccccc1-2 (stereo not given) | -6 | 5 | 1
COc1cc(Cn2nc(-c3cccs3)c3sc(N4CCOCC4)nc3c2=O)cc(OC)c1 | -2 | -8 | -9
CCOC(=O)N1CCC(Nc2nc(-c3ccc(F)cc3F)c(C)s2)CC1 | 13 | -10 | -16
COCC(=O)Nc1cc(C(=O)N(C)c2ccccc2)ccc1Cl | 1 | -5 | -14
CCCSc1ncccc1C(=O)N(CCOC)Cc1nc2cc(Cl)ccc2o1 | -4 | -6 | -5
CN(CC(=O)NCc1cc(F)cc(F)c1)c1ccc(Cl)nn1 | 6&-5 | -5&-9 | -6
O=C(NCc1ccccn1)Nc1ccn(CC(F)F)n1 | 8 | -5 | ·
Cc1ccc(F)c(S(=O)(=O)NC(=O)C2(C)CCN2C(=O)c2ccccc2CCc2ccccc2)c1 (stereo not given) | 3 | -7 | ·
CS(=O)(=O)c1c(F)cc(NC(=O)c2ccccc2Cl)cc1F | -3 | 10 | ·
COc1cccc(N(C)C(=O)/C=C/c2ccc(F)cc2)n1 | 1 | -6 | ·
O=C(NOC1CCCCO1)c1ccccc1Oc1cccc(Br)c1 (stereo not given) | 0 | 2 | ·
O=C(NCCn1nc(-c2ccco2)ccc1=O)C1(c2cccs2)CCCC1 | 2 | -4 | ·
Cc1nnc2c3ccc(Cl)cc3nc(N3CCN(S(=O)(=O)c4cccc(Cl)c4)CC3)n12 | · | -3 | -4
CCOC(=O)N1CCN(c2nc(Cc3cccc(OC)c3)ns2)CC1 | -15 | 3 | 2
O=C(CN(Cc1ccco1)C(=O)COCc1ccccc1)Nc1cc(-c2ccccc2)nn1-c1ccc(F)cc1 | -2 | -4 | -4

In a second layout: results already given
Below each compound – NPYLR7 ag	hcGAS lum	mcGAS lum
> CCC(CC)NC(C)c1nncn1C (stereo not given)
    10	-5	·
> CC(C)CC1=NN(C(=O)c2cccc(Cl)c2)C(O)(C(F)(F)F)C1 (stereo not given)
    0	-16	-7
> CC1(Cc2ccc(F)c(Cl)c2)C(=O)Nc2ccc(-c3cccc(C(F)(F)F)c3)cc21 (stereo not given)
    -2	0	-5
